Bioassay records from PubChem BioAssay.
FBW7 act = activators of human E3 ligase FBW7; Q969H0; AlphaScreen FBW7–phospho-cyclin E peptide binding, activator screen; normalized activity (activation), % at 26.1 µM; 650,000 compounds, 0.13% hits; AID 1259310; in the data active = normalized activity above about 1.9%;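 also: purified mutant Fbw7 with reduced substrate affinity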
TEAD-YAP inh = TEAD-YAP interaction inhibition | HEK-TIYL cells, TEAD-Gal4/YAP UAS-luciferase luminescence | inhibition, % at 9.12 µM | 640,000 compounds, 1.4% hits; in the data active = inhibition above about 32%;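 also: 0% = median of test compound wells and 100% = reference inhibitor wells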
MITF primary = blocks human microphthalmia-associated transcription factor. AlphaScreen MITF homodimerization, bead proximity signal. O75030. inhibition, % at 2.6 µM. 650,000 compounds, 0.91% hits; in the data active = inhibition above about 50%;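 also: 0% = vehicle wells with protein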
Target sequence (O75030 whole entry, looked up): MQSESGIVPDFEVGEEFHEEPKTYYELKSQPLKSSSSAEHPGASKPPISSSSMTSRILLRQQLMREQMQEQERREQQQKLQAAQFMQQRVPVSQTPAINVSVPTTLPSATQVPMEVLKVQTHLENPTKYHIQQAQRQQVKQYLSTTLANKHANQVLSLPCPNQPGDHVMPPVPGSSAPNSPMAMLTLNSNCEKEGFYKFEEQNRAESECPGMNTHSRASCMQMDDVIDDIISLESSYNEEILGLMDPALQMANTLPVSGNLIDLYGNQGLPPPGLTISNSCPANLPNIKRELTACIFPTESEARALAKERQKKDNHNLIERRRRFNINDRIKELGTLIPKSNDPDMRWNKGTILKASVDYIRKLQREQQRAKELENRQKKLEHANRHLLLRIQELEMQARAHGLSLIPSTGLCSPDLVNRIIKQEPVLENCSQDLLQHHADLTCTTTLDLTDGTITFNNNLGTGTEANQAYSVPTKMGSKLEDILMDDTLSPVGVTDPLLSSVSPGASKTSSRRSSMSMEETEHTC
GPR151 activ = activates the human receptor GPR151; Q8TDV0; PathHunter beta-arrestin GPR151 cells, luminescence; activation, % at 11.2 µM; 650,000 compounds, 1% hits; in the data active = activation above about 4.9%;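 also: 0% = median of compound wells and 100% = cells with positive control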
Target sequence (Q8TDV0 whole entry, looked up): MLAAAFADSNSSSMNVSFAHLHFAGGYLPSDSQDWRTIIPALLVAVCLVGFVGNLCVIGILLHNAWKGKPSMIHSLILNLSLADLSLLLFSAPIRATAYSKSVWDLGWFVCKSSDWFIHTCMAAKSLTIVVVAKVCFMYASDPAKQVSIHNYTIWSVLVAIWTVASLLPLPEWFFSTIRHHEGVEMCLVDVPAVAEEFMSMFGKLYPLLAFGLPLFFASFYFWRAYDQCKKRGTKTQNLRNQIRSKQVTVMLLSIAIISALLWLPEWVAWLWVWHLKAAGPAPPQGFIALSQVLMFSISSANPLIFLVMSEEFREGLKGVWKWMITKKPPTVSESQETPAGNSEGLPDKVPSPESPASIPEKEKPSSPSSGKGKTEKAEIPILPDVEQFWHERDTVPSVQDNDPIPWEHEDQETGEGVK
An asterisk follows results filed as active.

Start of the data: the first three records as a preview:
SMILES	FBW7 act	TEAD-YAP inh	MITF primary	GPR151 activ
Cc1ccc(C(=O)Nc2ccc(Cc3ccncc3)cc2)cc1[N+](=O)[O-]	0.0	14	-3	0.6
C=CCC(Nc1ccc(OC)c(OC)c1)c1ccco1 (configuration not stated)	-0.4	-5	-3	0.8
CCOc1ccc(NC(=O)c2cc3nc(-c4ccc(C)cc4)cc(C(F)(F)F)n3n2)cc1	0.0	-2	-3	-1.2

The whole of this part (from the top)
SMILES	FBW7 act	TEAD-YAP inh	MITF primary	GPR151 activ
Cc1ccc(C(=O)Nc2ccc(Cc3ccncc3)cc2)cc1[N+](=O)[O-]	0.0	14	-3	0.6
C=CCC(Nc1ccc(OC)c(OC)c1)c1ccco1 (configuration not stated)	-0.4	-5	-3	0.8
CCOc1ccc(NC(=O)c2cc3nc(-c4ccc(C)cc4)cc(C(F)(F)F)n3n2)cc1	0.0	-2	-3	-1.2
O=C(Nc1ccc(I)cc1)c1ccccc1C(=O)c1ncc[nH]1	0.0	11	7	-1.4
CN(C)c1ccc(/C=C2/OC(=S)NC2=S)cc1	0.0	-22	-1	0.7
Cc1oc(-c2ccccc2F)nc1CSCC(=O)NC1CC1	-0.1	-5	1	-0.2
Cc1ccc(-n2c(C)ccc2C)cc1[N+](=O)[O-]	-0.2	17	9	0.5
COc1ccc(-n2c(SCc3ccccc3)nc3sc4c(c3c2=O)CCC4)cc1	0.2	7	18	-0.2
CC1(C)OC[C@@H]([C@H](O)P(=O)(c2ccccc2)c2ccccc2)O1	-0.1	6	-17	0.0
Cc1ccn2c(CNCc3ccncc3C)c(C(=O)N3CCCCCC3)nc2c1	0.2	4	6	-0.9
CCOC(=O)c1ccc(Nc2nc(-c3cc4ccccc4oc3=O)cs2)cc1	1.7	-11	9	0.0
CCOC(=O)c1cc(-c2ccc(Cl)cc2)n[nH]1	0.0	2	8	0.1
Cc1ccc(S(=O)(=O)N2CCCCC2CCNC(=O)C(=O)NCc2ccccc2)cc1 (configuration not stated)	0.3	46*	3	1.1
O=C(Nc1nc(-c2ccc([N+](=O)[O-])cc2)cs1)c1cccnc1	0.0	2	-2	-0.2
O=C1c2oc3ccc(Cl)cc3c(=O)c2C(c2ccc(Cl)cc2)N1CCN1CCOCC1 (configuration not stated)	0.1	-32	1	0.0
Clc1ccc(Cn2nnc3ccccc32)cc1	0.0	13	-5	-0.5
O=C(NCCc1ccccc1)c1cc(-c2cccc(O)c2)on1	0.0	-38	2	0.1
COc1ccccc1NS(=O)(=O)c1ccc(NC(=O)c2ccc([N+](=O)[O-])o2)cc1	-0.2	-7	-3	-0.6
O=C(Nc1ccc(F)c(F)c1)c1ccc(N2CC3CC(C2)c2cccc(=O)n2C3)c(NC(=O)c2cccnc2)c1 (configuration not stated)	-0.1	3	-8	0.5
O=CNC(C(Cl)(Cl)Cl)S(=O)(=O)c1ccc(Cl)cc1 (configuration not stated)	0.0	-7	4	-0.5

Full records from above. Order of screens: FBW7 act	TEAD-YAP inh	MITF primary	GPR151 activ
`O=C(Nc1ccc(F)c(F)c1)c1ccc(N2CC3CC(C2)c2cccc(=O)n2C3)c(NC(=O)c2cccnc2)c1` (configuration not stated) is entered as -0.1	3	-8	0.5
`Clc1ccc(Cn2nnc3ccccc32)cc1` is entered as 0.0	13	-5	-0.5
`CCOc1ccc(NC(=O)c2cc3nc(-c4ccc(C)cc4)cc(C(F)(F)F)n3n2)cc1` is entered as 0.0	-2	-3	-1.2

Additional entries follow.
SMILES	FBW7 act	TEAD-YAP inh	MITF primary	GPR151 activ
CC(C)(C)c1ccc(OCC(=O)O/N=C(\N)Cc2ccc([N+](=O)[O-])cc2)cc1	0.1	3	12	0.4
CN(C)c1ccc(-c2cnc3ccc(NCc4ccccn4)nn23)cc1	0.0	9	-2	1.0
CCOC(=O)C1(CCOc2ccccc2)CCN(C(=O)Cc2nonc2C)CC1	-0.1	0	4	-0.6
Cc1cc(=O)[nH]c(NNC(=S)Nc2cccc(S(=O)(=O)N(C)C)c2)n1	-0.2	7	10	1.4
Cc1nc2nc(-c3ccc(Br)cc3)cn2nc1C	0.1	-9	-5	-2.6
CCNC(=O)c1cc(CNCC2CC=CCC2)cc(NC(=O)c2ccccn2)c1 (configuration not stated)	0.0	2	-9	0.1
O=C(Nc1c(Cl)cc(Cl)cc1C(=O)NCc1ccco1)c1cccc([N+](=O)[O-])c1	0.4	-1	-8	1.0
Cc1ccc(/C(O)=C2/C(=O)C(=O)N(CC(C)C)C2c2cccnc2)cc1 (configuration not stated)	0.1	-5	1	0.4
O=C(Cc1ccccc1)Nc1ccccc1C(=O)OCC(=O)c1cccc([N+](=O)[O-])c1	-0.4	-9	-3	0.9
COc1cc(Nc2nc3c(NCCO)ncnc3n2C(C)C)cc(OC)c1OC	0.4	-20	20	0.7
O=C(Nc1ccc(Cl)c(C(=O)O)c1)c1cncc(Br)c1	0.2	0	15	-0.3
O=C(NCc1ccccn1)c1cc2cccnc2nc1C(F)(F)F	-0.1	3	-7	0.5
Fc1ccc(CNc2ccc3ncc(-c4cncnc4)n3n2)cc1	0.3	6	16	0.2
Cc1ccc(Nc2nc(N)nc(CCl)n2)cc1	0.5	-7	-47	-1.4
O=C(CCC(=O)Nc1ccc(F)cc1)N/N=C/c1ccccc1	0.2	2	-11	0.8
O=C(O)C1CCN(c2nc(-c3ccc([N+](=O)[O-])cc3)cs2)CC1	-0.1	-53	11	-0.3
COc1ccc(S(=O)(=O)CCC(=O)NC2CCCCCC2)cc1	0.1	9	8	0.0
c1ccc2c(c1)OCC(c1nc3ccc(-c4ccncn4)cc3[nH]1)O2 (configuration not stated)	0.0	-58	1	0.3
CCOc1ccc(S(=O)(=O)NCCNS(=O)(=O)c2ccc(OCC)cc2)cc1	-0.1	0	6	0.9
COc1ccc(C(=O)N2CCN(Cc3cccc(F)c3)CC2)cc1	0.1	-11	46	-0.7
COc1ccc(/C=c2\sc3nc(-c4ccccc4)c(-c4ccccc4)n3c2=O)cc1OC	-0.1	-5	-3	-0.1
Cc1ccc(C)c(NC(=O)C(=O)NCC(c2ccc3c(c2)OCO3)N2CCOCC2)c1 (configuration not stated)	0.0	-3	5	-1.0
COc1cccc(NC(=O)COC(=O)CNS(=O)(=O)c2c(F)cccc2F)c1	-0.2	-9	-14	-0.6
COc1ccc(C)cc1NC(=O)C(NCCCN1CCCC1=O)c1ccccc1 (configuration not stated)	0.1	5	31	-1.5
Cc1nnc(SC(C)C(=O)NC(C)c2ccc(Cl)cc2Cl)s1 (configuration not stated)	0.1	3	-3	0.6
O=C(COC(=O)/C=C/c1cccc(F)c1)NC1CC1	-0.1	4	-4	-0.7
COc1ccc(C(=O)Nc2ccc(S(=O)(=O)Nc3ncccn3)cc2)c(OC)c1	-0.1	-15	-1	-0.1
NC(=O)CSc1nnc(COc2ccc(Cl)cc2Cl)o1	0.0	-12	0	2.3
COC(=O)c1c(NC(=O)/C=C/C(=O)O)sc(C)c1-c1ccc(C(C)C)cc1	0.0	15	-2	-0.1
CCCCCCn1[nH]c(C)c(C(=O)c2ccc(C(=O)c3c(C)[nH]n(CCCCCC)c3=O)cc2)c1=O	0.0	7	5	1.8
CCCN1CCc2c(sc(NC(=O)CCS(=O)(=O)c3ccccc3)c2C(N)=O)C1	0.0	-11	-5	-2.0
CCc1nn(CC(=O)NCCCN2C(C)CCCC2C)c(=O)c2cc3sccc3n12 (configuration not stated)	0.2	-15	3	0.4
Cc1ccc(-n2nc3c(c2NC(=O)c2ccc4c(c2)OCO4)CSC3)cc1	-0.2	4	4	-0.2
OCCCNc1ccc2ncc(-c3ccsc3)n2n1	0.8	51*	0	-1.6
O=C(Cn1cnc2sc3c(c2c1=O)CCCC3)Nc1ccc(F)cc1F	0.2	7	16	-1.1
CCOc1cc(/C=C(\C#N)c2ccc([N+](=O)[O-])cc2)ccc1OCc1c(C)no[n+]1[O-]	0.0	1	20	1.5
Cc1nnc(NC(=O)c2cnc(Cl)c(Cl)c2)s1	-0.1	-2	-7	-0.2
Cn1cc(CNC2CCN(c3ccc(NC(=O)c4cccc(Cl)c4)cc3)CC2)cn1	-0.2	-31	0	0.7
CC1=CCC(C(=O)O)(C(=O)n2nc(C)cc2C)C(c2ccc(F)cc2)C1 (configuration not stated)	0.1	-1	10	-0.8
O=C(Cn1c(-c2ccccn2)nc2ccccc21)Nc1cccc(Cl)c1	-0.1	-2	-1	-1.1
NC(=S)N/N=C/c1c(Sc2ccccn2)nc2ccccn2c1=O	0.1	-6	14	0.0
CCOC(=O)c1ccc(N2C(=O)CN(Cc3sccc3C)C2=S)cc1	0.1	-19	12	0.7
Cc1cc(=O)oc2cc(OCC(N)=O)ccc12	0.1	-15	5	2.6
COc1ccc(CC2(CCC(=O)N3CCN(C=O)CC3)CCC(=O)N2)c2ccccc12 (configuration not stated)	-0.1	-1	-4	1.3
COc1ccc(C(=O)Oc2ccccc2/C=C(\C#N)C(=O)Nc2cccc(C(=O)O)c2)cc1	0.0	-5	10	-1.0
Cc1cc(C)n(-c2ccc3ccccc3n2)n1	0.0	-24	-1	-1.2
O=C1CC(C(=O)Nc2ccc(Br)cc2)SC(=Nc2ccccc2)N1 (configuration not stated)	0.0	8	3	-1.0
C=CCN(c1ccccc1)S(=O)(=O)c1ccc2[nH]cc(C(=O)NC(C)C)c(=O)c2c1	0.6	-3	28	-0.9
CN(C)CCCNC(=O)c1ccc2c(c1)CC(c1nc3ccc(-c4cn[nH]c4)cc3s1)CO2 (configuration not stated)	-0.5	-9	-23	0.2
CCOc1ccc2nc(NC(=O)NC(=O)C(F)(F)F)sc2c1	0.0	63*	-4	-1.6
CC1CN(c2nc3c(c(=O)[nH]2)CCN(Cc2cccc4cccnc24)C3)CC(C)O1 (configuration not stated)	-0.1	-6	-2	-1.7
Cc1noc(C)c1CSCc1nnc(-c2ccc(F)cc2)o1	0.0	-3	1	1.8
CCC(Sc1nnc(-c2ccc(OC)c(OC)c2)c(-c2ccc(OC)c(OC)c2)n1)C(=O)NC1CCCC1 (configuration not stated)	-0.1	-9	-10	0.3
Cc1ccc(-c2csc(/C(C#N)=C/c3ccc(F)cc3)n2)cc1	0.0	-5	-13	0.8
CN1CCN(c2ccc(C(=O)c3cccc(F)c3)cc2)CC1	0.4	-42	0	-0.6
N#CC(=C1Nc2ccccc2N1)c1nc(C#N)c(C#N)nc1N1CCN(c2ccccc2)CC1	0.2	7	1	-0.3
CC(=O)NCC1(c2ccccc2)CCOCC1	0.3	7	19	-1.6
O=C(O)Cn1nnc(-c2ccc3c(c2)OCO3)n1	0.1	6	5	0.7
COc1cccc(OC)c1OCCCCNCC1CCCO1 (configuration not stated)	0.1	5	35	0.2
Oc1ccc2c(c1)c(-c1ccccc1)nn2-c1ccccc1	0.6	2	-1	2.0

Quoted from the listing:
O=C1CC(C(=O)Nc2ccc(Br)cc2)SC(=Nc2ccccc2)N1 (configuration not stated) @ GPR151 activ = -1.0
Cc1noc(C)c1CSCc1nnc(-c2ccc(F)cc2)o1 @ FBW7 act = 0.0
CN(C)CCCNC(=O)c1ccc2c(c1)CC(c1nc3ccc(-c4cn[nH]c4)cc3s1)CO2 (configuration not stated) @ GPR151 activ = 0.2

New compounds follow:
SMILES	FBW7 act	TEAD-YAP inh	MITF primary	GPR151 activ
C/C=C/c1ccc(OCCCCN2CCNCC2)c(OC)c1	-0.5	-11	59*	0.0
COC(=O)CSc1nnc(NC(=O)/C=C\c2ccc3c(c2)OCO3)s1	0.0	0	-2	-0.8
COc1cccc(/C=C2/SC(N3CCCCC3)=NC2=O)c1O	0.0	-60	-9	0.3
COc1cc(/C=C2/C(=N)N3N=C(C(F)(F)F)SC3=NC2=O)ccc1OCCOc1c(C)cccc1C	-0.1	2	-1	-0.7
CCCN1CCN(c2ncnc3sc(C(=O)O)c(C)c23)CC1	-0.1	4	5	1.5
COc1cc2c(cc1OC)C(COc1ccc(F)cc1)N(C(=O)C(C)(C)C)CC2 (configuration not stated)	-0.1	-11	1	3.0
C=CCn1c(SCC(=O)N2CCCCCC2)nc2sc3c(c2c1=O)CCCC3	0.1	-6	7	-0.7
O=C(NC12CC3CC(CC(C3)C1)C2)N1CCC(n2nnc3ccccc32)CC1	0.0	8	6	1.6
CCN(CC)c1ccc(C(=O)Nc2sc3c(c2C#N)CCCCC3)cc1	0.0	-1	8	5.1*
O=C(O)c1c[nH]c2ccccc2c1=O	-0.5	6	19	0.3
CC(C)c1ccc(N(C)S(=O)(=O)c2ccc3[nH]cc(C(=O)N4CCCC4)c(=O)c3c2)cc1	0.2	-7	-4	-0.8
CCn1c(COc2ccc3c(c2)OCO3)nnc1SCc1ccc([N+](=O)[O-])cc1	-0.3	-17	-1	0.0
COc1ccc(N(/C=C2\Sc3ccccc3C2=O)C(=O)c2ccc(C)cc2)cc1	-0.4	41*	-7	-8.8
CC(C)NC(=O)C1CCN(c2nc3ccccc3n2C)CC1	1.5	6	5	0.8
C=CCn1c(N)c(C(=O)NC(C)c2ccccc2)sc1=S (configuration not stated)	-0.1	-9	0	1.9
CC(C(=O)N1CCC2(CC1)CC2C(=O)NCCCc1ccccc1)N1CCOCC1 (configuration not stated)	0.0	-3	-4	-0.6
O=C(N/N=C\c1cccc([N+](=O)[O-])c1)c1ccccc1I	0.0	-11	2	-0.1
Cc1cc(N2CCCC(C(=O)NC(C)(C)C)C2)n2ncnc2n1 (configuration not stated)	0.5	11	5	-0.7
c1ccc(-n2nnnc2N2CCCC2)cc1	-0.3	-3	-9	0.3
CCCCOc1ccc(C(=O)OCC(C)(C)N=C2NS(=O)(=O)c3ccccc32)cc1	-0.1	8	-3	-0.6
CN1/C(=C\C=N\c2ccccn2)C(C)(C)c2ccccc21	-0.1	-11	-5	0.0
CC(=O)Nc1cccc(-c2csc(Nc3ccc(O)c(C(=O)O)c3)n2)c1	-0.2	2	5	1.8
